# rTrxR1 inhibitor – qHTS Assay for Inhibitors of Mammalian Selenoprotein Thioredoxin Reductase 1 (TrxR1): qHTS | actives 1% (n = 390,000) | Potency, µM (series often up to 114 µM), without a hit: at the top dose activity change, negative = inhibition, hits mostly inhibitors | recombinant rTrxR1, NADPH fluorescence consumption, selenite substrate | Thioredoxin reductase 1, cytoplasmic (Rattus norvegicus), O89049; also: potency is read from the fitted curve at half-maximal effect; % is scaled to controls: 0 for no effect and ±100 for the full control effect; nearly all actives have a fitted effect of over 65% in size
# Target sequence (O89049 whole entry, looked up): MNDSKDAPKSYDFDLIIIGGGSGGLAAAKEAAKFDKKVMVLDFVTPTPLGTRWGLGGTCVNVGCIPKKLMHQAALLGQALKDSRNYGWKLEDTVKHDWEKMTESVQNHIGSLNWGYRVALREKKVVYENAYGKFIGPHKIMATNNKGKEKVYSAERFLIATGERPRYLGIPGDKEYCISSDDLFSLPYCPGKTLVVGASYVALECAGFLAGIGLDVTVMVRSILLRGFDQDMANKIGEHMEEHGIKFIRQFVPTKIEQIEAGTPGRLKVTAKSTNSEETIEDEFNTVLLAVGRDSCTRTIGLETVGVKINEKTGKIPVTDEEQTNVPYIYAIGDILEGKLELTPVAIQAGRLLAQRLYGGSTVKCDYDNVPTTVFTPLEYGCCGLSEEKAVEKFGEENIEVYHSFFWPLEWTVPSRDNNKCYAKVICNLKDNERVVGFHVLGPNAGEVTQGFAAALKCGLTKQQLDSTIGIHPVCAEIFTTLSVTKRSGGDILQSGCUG
#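 Rat TrxR1 (90 nM in the dispensed reagent) was pre-reduced with 400 uM NADPH for 5 min at room temperature, then incubated with compound for 15 min. After 400 uM selenite was added, NADPH fluorescence (Ex 340/Em 450 nm) was followed for 8 min.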
# LDHA inh – qHTS assay for inhibitors of human lactate dehydrogenase | actives 0.15% (n = 480,000) | L-lactate dehydrogenase A chain (Homo sapiens), P00338 | purified LDHA, NADH/diaphorase-resazurin fluorescence; stronger effect = lower value | activity change, % (values are at about 110 or 230 µM); in the data active = activity change below about -30%; inconclusive = mostly about -25% to -30%;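 also: plate controls were DMSO wells for no effect and wells without enzyme for full effect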
#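 Remaining NADH was detected by diaphorase (0.133 mg/mL) converting 37 µM resazurin to fluorescent resorufin, read at 0 and 20 minutes. The preceding 5-minute room-temperature reaction used 2 nM LDHA, 0.2 mM sodium pyruvate and 0.06 mM NADH at pH 7.4.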
# USP1 inh – Inhibitors of USP1/UAF1: Primary Screen; Ubiquitin carboxyl-terminal hydrolase 1 (Homo sapiens), O94782; actives 0.23% (n = 390,000); recombinant USP1/UAF1, Ub-Rhodamine cleavage fluorescence; Potency, µM (doses to about 57.1 µM), inactives show top-dose activity change, negative = inhibition, most hits filed as inhibitors; AID 743255, 2014; also: potency is read from the fitted curve at half-maximal effect; % is scaled to controls: 0 for no effect and ±100 for the full control effect; nearly all actives have a fitted effect of over 60% in size; inactives centre near -12
#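 USP1/UAF1 complex (1 nM) preincubated 15 min at room temperature with compound, then Ub-Rho substrate (150 nM final) added. Kinetic fluorescence at 480/540 nm over 6 reads at 60 s intervals; 50 mM HEPES pH 7.8, 0.5 mM EDTA, 0.1 mg/ml BSA, 1 mM TCEP, 0.01% Tween-20.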
# mIDH1 inhibitor – qHTS for Inhibitors of mutant isocitrate dehydrogenase 1 (IDH1): qHTS. IDH1-R132H enzyme, NADPH consumption, diaphorase/resazurin fluorescence. Isocitrate dehydrogenase [NADP] cytoplasmic (Homo sapiens), O75874. AID 602179, 2012. Potency, µM (titrated, usually from 76.6 µM), inactives show at the top dose activity change, negative = inhibition, hits mostly inhibitors. actives 0.093% (n = 390,000); also: potency is read from the fitted curve at half-maximal effect; % is scaled to controls: 0 for no effect and ±100 for the full control effect; nearly all actives have a fitted effect of over 65% in size
#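 IDH1-R132H (0.5 ug/mL) preincubated 30 min with compound, then NADPH (0.016 mM) and alpha-KG (2 mM) added; 80 min at RT, pH 7.5. Remaining NADPH coupled via diaphorase/resazurin to fluorescence (540/590 nm); concentration-response curves normalized to no-enzyme control.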
# RGS4 inhibitor – Inhibitors of Regulator of G Protein Signaling (RGS) 4: qHTS. Transcreener GDP fluorescence polarization, RGS4-accelerated GTP hydrolysis. Regulator of G-protein signaling 4 (Homo sapiens), P49798. actives 0.039% (n = 390,000). Potency, µM (highest dose often 114 µM), for the others: at the top dose activity change, negative = inhibition, usual class: inhibitors; also: potency is read from the fitted curve at half-maximal effect; % is scaled to controls: 0 for no effect and ±100 for the full control effect; nearly all actives have a fitted effect of over 75% in size; some results filed as inactive show a strong effect at the top dose
# Target sequence (P49798 whole entry, looked up): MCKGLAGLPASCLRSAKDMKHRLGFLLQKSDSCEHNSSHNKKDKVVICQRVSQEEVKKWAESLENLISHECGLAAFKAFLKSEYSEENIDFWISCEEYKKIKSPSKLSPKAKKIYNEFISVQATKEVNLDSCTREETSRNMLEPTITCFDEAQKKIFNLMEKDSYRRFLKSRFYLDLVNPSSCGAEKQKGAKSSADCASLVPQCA
#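 MLSMR compounds (23 nl, pin-transferred) preincubated 10 min at room temperature with a 500nM (2x) first reagent, then RGS4 at 900nM (2x) plus Transcreener GDP mix added; fluorescence polarization (620/688 nm) read before and after 90 min at 30 °C.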
# GRP78 ERSR act – qHTS for Inducers of the Endoplasmic Reticulum Stress Response (ERSR) in Human Glioma: qHTS; U87-MG GRP78 promoter luciferase reporter, 16 h; Potency, µM, inactives show at the top dose activation, actives largely listed as activators; actives 0.02% (n = 420,000); also: potency is read from the fitted curve at half-maximal effect; series mostly up to about 76 µM; % of control where 0% means no effect; nearly all actives have a fitted effect of over 35% in size
#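 Stably transfected U87-MG human glioma cells carrying a GRP78-based luminescent sensor were seeded at 1000 cells/well, pin-dosed with compounds and incubated 16 h. Luciferase reagent was then added, and end-point luminescence was read after 10 min at room temperature.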
# TrxR1 substrate – qHTS Assay for Substrates of Mammalian Selenoprotein Thioredoxin Reductase 1 (TrxR1): qHTS | purified TrxR1 substrate turnover, NADPH consumption readout | Potency, µM (titrated, usually from 114 µM), without a hit: top-dose activity change, negative = substrate turnover | actives 0.01% (n = 390,000) | AID 588456, 2011; also: potency is read from the fitted curve at half-maximal effect; % is scaled to controls: 0 for no effect and ±100 for the full control effect; nearly all actives have a fitted effect of over 50% in size
#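 Rat TrxR1, dispensed at 90 nM, was prereduced with 400 uM NADPH (final) for 5 min at ~22 deg C, then incubated with compound 15 min before 400 uM selenite. A first-read NADPH fluorescence drop versus no-compound background flagged substrates.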
# Vif-A3F inh – qHTS for Inhibitors of Vif-A3F Interactions: qHTS; HeLa A3F-eYFP + Vif (tagged APOBEC3F with the HIV-1 protein that degrades it), YFP fluorescence increase; actives 0.2% (n = 390,000); Potency, µM (series often up to 46.1 µM), inactives show at the top dose activity, negative = active; also: potency is read from the fitted curve at half-maximal effect; % of control where 0% means no effect; nearly all actives have a fitted effect of over 65% in size
#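 Fluorescence increase (Ex 488/Em 500-530) after overnight compound treatment at 37 deg C flags inhibition of Vif-driven A3F-eYFP loss in stable HeLa A3F-eYFP/Vif cells seeded overnight beforehand.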
# Vif-A3G inh – qHTS for Inhibitors of Vif-A3G Interactions: qHTS. DNA dC->dU-editing enzyme APOBEC-3G (Homo sapiens), Q9HC16. actives 0.076% (n = 410,000). HeLa A3G-eYFP + Vif (tagged APOBEC3G with the HIV-1 protein that degrades it), YFP fluorescence, overnight. Potency, µM (series often up to 46.1 µM), for inactives: top-dose activity, negative = active, most hits filed as inhibitors;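 also: potency is read from the fitted curve at half-maximal effect; % is scaled to controls: 0 for no effect and ±100 for the full control effect; nearly all actives have a fitted effect of over 60% in size; hits raise eYFP signal because A3G escapes Vif-driven loss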
# Target sequence (Q9HC16 whole entry, looked up): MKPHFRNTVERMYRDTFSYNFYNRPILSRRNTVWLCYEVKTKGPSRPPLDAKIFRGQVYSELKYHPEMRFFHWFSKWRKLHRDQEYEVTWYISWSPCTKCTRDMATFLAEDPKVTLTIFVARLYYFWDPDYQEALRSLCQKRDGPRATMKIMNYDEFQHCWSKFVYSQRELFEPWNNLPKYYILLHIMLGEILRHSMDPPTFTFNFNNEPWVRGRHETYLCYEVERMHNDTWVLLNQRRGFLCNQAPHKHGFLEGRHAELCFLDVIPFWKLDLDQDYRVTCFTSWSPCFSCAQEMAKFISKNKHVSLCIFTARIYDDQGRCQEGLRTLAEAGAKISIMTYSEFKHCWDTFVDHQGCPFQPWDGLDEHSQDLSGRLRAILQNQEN
#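 Read-out is eYFP fluorescence (Ex 488/Em 500-530) from Vif-expressing HeLa A3G-eYFP cells; more signal means A3G escaped Vif-mediated degradation. Cells plated overnight, compound pinned in, incubated overnight at 37 deg C.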
# Active calls of the source: *; ? = inconclusive; nt = not tested or not shown; [ ] = dose if it differs, or a comment. Unless noted, calls follow the shape of the dose curve; as a rule, active = well fitted curve in the direction sought with a large enough effect; inconclusive = small, poorly fitted or top-dose-only effect, or another doubt; inactive = no such curve, though single readings can be large; an effect the other way counts as inactive or inconclusive.
SMILES,rTrxR1 inhibitor,LDHA inh,USP1 inh,mIDH1 inhibitor,RGS4 inhibitor,GRP78 ERSR act,TrxR1 substrate,Vif-A3F inh,Vif-A3G inh
COCCn1c(COc2ccc(C)cc2)nc2ccccc21,6%[11.4 µM],-4,-8%,8%,-2%,3%,-6%[11.4 µM],-2%,0%
CCC(C)(C)n1nnnc1C(c1ccccn1)N1CCN(c2cccc(OC)c2)CC1 (stereo not drawn),18%,-1,-12%,-4%,5%,1%,5%,-1%,-6%
CC1(C)CC(=O)C(C2C3=C(CC(C)(C)CC3=O)Oc3ccc4ccccc4c32)C(=O)C1 (stereo not drawn),-4%[57.1 µM],2,-13%,2%,9%,5%,-4%[57.1 µM],-22%,-1%
CC(C)c1nn2c(=O)cc(COC(=O)C3CCCCC3)nc2s1,14%[57.1 µM],-2,-12%,13%,-5%,4%,2%[57.1 µM],-16%,6%
COc1ccc(S(=O)(=O)Nc2ccccc2C(=O)N2CCOCC2)cc1F,-9%,0,-19%,6%,9%,-5%,-9%,3%,0%
COc1cc(-c2cc(OC)c(O)c(OC)c2)cc(OC)c1O,?,31,0%,-1%,-4%,3%,-19%,?,?
COc1ccc(CNC(=O)c2cnc3sc(N4CCCCCC4)nn3c2=O)cc1,15%[57.1 µM],-4,-6%,-7%,-11%,-2%,16%[57.1 µM],8%,0%
Cn1cccc1/C=C1\CCc2ccccc2C1=O,5%,0,-2%,25%,-9%,-11%,-7%,-11%,-4%
O=C(CN1C(=O)C2CCCCC2C1=O)Nc1ccccc1C(=O)O (stereo not drawn),?,-3,-15%,0%,-9%,-2%,-7%,-5%,-9%
CC1(C)CC(NC(=O)c2ccccc2Cl)CC(C)(C)N1,5%,-7,-6%,-1%,-2%,-4%,-5%,-16%,3%
COc1ccc(C2c3c(-c4ccccc4O)n[nH]c3C(=O)N2CCc2ccc(OC)c(OC)c2)cc1 (stereo not drawn),11%[57.1 µM],-1,-20%,2%,0%[11.4 µM],-4%,-9%,8%,0%
CCN(CC)c1ccc(C(=O)Nc2ccc3nc(N(CC)CC)cc(C)c3c2)cc1,57%[activator],1,-25%,2%,7%,0%,43%[activator],-2%,1%
COc1ccc(N2CCN(C(=O)CN(c3ccc(Br)cc3)S(C)(=O)=O)CC2)cc1,-1%,0,-22%,2%,10%,-1%,-12%,-15%,-5%
CSc1nnc(SCC#N)s1,21%[57.1 µM],-7,5%,12%,-12%,-5%,15%[57.1 µM],7%,-1%
COc1ccccc1NS(=O)(=O)c1cc(C(=O)NC2CC(C)(C)NC(C)(C)C2)ccc1Cl,24%,2,-14%,12%,-16%,-2%,9%,-1%,11%
CS(=O)(=O)N(CC(=O)N1CCN(Cc2ccccc2)CC1)C1CCCCC1,-4%[57.1 µM],-5,-19%,-2%,-8%[11.4 µM],-3%,-3%[57.1 µM],-3%,1%
O=C(Cc1ccc(Cl)cc1)Nc1ccccc1Sc1ccccc1,-12%,-12,-9%,1%,11%,0%,-10%,4%,-1%
CCCn1c(=O)[nH]c(=O)c2c1nc(-c1ccc3c(c1)OCCO3)n2CCN1CCOCC1,6%,-2,-4%,14%,7%,-7%,16%,-1%,2%
COCCSc1nnc(NC(=O)Cc2ccc(OC)c(OC)c2)s1,24%,-2,5%,-2%,4%,0%,11%[57.1 µM],9%,-21%
Cc1onc(-c2c(Cl)cccc2Cl)c1C(=O)NC1CCCCC1,?,-3,-6%,-6%,13%,-2%,?,7%,-5%
Cc1ccccc1Nc1cc(C(=O)NCc2ccco2)c2ccccc2n1,-2%,-5,-22%,0%,-44%,-6%,-7%,-22%,-3%
Cc1c(N2C(=O)C3C4C=CC(C4)C3C2=O)c(=O)n(-c2ccccc2)n1C (stereo not drawn),14%,-3,-10%,-2%,3%,-2%,7%,?,-5%
COc1cccc(NC(=O)C2CCCN(S(=O)(=O)c3ccc(-n4cnnn4)cc3)C2)c1 (stereo not drawn),19%,-14,-9%,4%,18%,-2%,8%,5%,0%
O=C1c2ccccc2C(=O)N1CN(C(=O)COc1ccc(Cl)cc1Cl)c1cccc(F)c1,-1%[11.4 µM],-2,-11%,2%,25%,5%,-4%[57.1 µM],-12%,-1%
CCNc1nc(NCC)nc(N(C#N)CCOc2ccccc2)n1,6%,-3,-17%,1%,-5%[11.4 µM],1%,-2%,1%,-3%
CC(C)C(NS(=O)(=O)c1cccs1)C(=O)NCCCN1CCCCCC1 (stereo not drawn),13%,-10,-10%,2%,3%,-4%,-1%,1%,-3%
COc1ccc(S(=O)(=O)NCC2CCCN(C(=O)c3occc3C)C2)cc1 (stereo not drawn),9%,-3,-20%,-9%,5%,6%,2%[57.1 µM],-27%,-5%
N#CCNC1CC(=O)N(c2ccc(F)cc2)C1=O (stereo not drawn),?,-3,-7%,20%,-14%,-5%,2%,1%,1%
O=C(O)c1cc(S(=O)(=O)N2CCCCCC2)c(Cl)cc1Cl,21%,-5,?,9%,13%,-1%,12%,-8%,0%
Cc1cccc(C)c1NC(=O)CNC(=O)CCC(=O)N1CCOCC1,16%,-1,-18%,7%,-10%,-3%,7%,3%,-7%
CCOC(=O)C1CCN(Cc2cnc(Oc3ccc(N)cc3)s2)CC1,13%,-2,-10%,11%,-7%,-1%,-1%,-5%,0%
CC(=O)NC(CC(=O)NC1CCCc2ccccc21)c1ccccc1 (stereo not drawn),24%,2,-20%,8%,-7%,-2%,12%,1%,-6%
O=C(CN1C(=O)NC2(CCCC2)C1=O)Nc1ccc(F)c(Cl)c1,0%,-1,-16%,18%,22%,-3%,-1%,1%,-1%
CN(CC(=O)Nc1ccccc1Cl)C(=O)COC(=O)CN1C(=O)NC2(CCCC2)C1=O,12%,-1,-15%,5%,-21%,-4%,4%,7%,0%
O=C1CCN(Cc2nc(-c3ccc(Cl)cc3)no2)CCN1,-7%,-1,-1%,-3%,32%,6%,-1%,-7%,3%
C[C@@H]1C(=O)N(S(=O)(=O)c2ccc([N+](=O)[O-])cc2)[C@H]1c1ccccc1,-26%,nt,nt,nt,15%,-13%,1%,nt,4%
NC(=O)c1oc2ccc(Cl)cc2c1NC(=O)CN1CCOCC1,?,-4,-15%,3%,5%,-2%,-4%,2%,-1%
CCc1ccc(S(=O)(=O)NCCc2cn3ccsc3n2)s1,4%[57.1 µM],-3,-12%,1%,17%,-1%,5%[57.1 µM],-4%,1%
Cc1ccc([C@H]2C[C@H](O)[C@@H](n3cc(C4CC4)nn3)CN2C(=O)c2cccs2)cc1,nt,0,-18%,5%,nt,-4%,nt,5%,-1%
CC(C)(C)c1ccc(C(CC(=O)O)NC(=O)C23CC4CC(CC(C4)C2)C3)cc1 (stereo not drawn),26%,-1,-10%,4%,3%,7%,7%,-2%,2%
O=C(C1CCCO1)N1CCN(c2c3c(nc4cc(-c5ccc(F)cc5)nn24)CCC3)CC1 (stereo not drawn),37%[activator],5,-4%,3%,-18%,3%,38%[activator],6%,1%
CCOC(=O)C1CCCN(C(=O)C2COc3ccccc3O2)C1 (stereo not drawn),12%,-4,-10%,1%,-9%,0%,9%,3%,0%
Cc1oc(-c2ccoc2)nc1CN(Cc1ccccc1)CC1CC1,-12%,-2,-2%,4%,-8%,7%,1%,-12%,-6%
COc1ccccc1N1CC(C(=O)Nc2nnc(SCC(=O)N3CCOCC3)s2)CC1=O (stereo not drawn),-11%,-3,-2%,-2%,-21%,-5%,-4%,-3%,-1%
Cc1ccc(S(=O)(=O)N2[C@@H](c3ccc(F)cc3)C(C(=O)O)=CC[C@H]2c2ccc(C(C)C)cc2)cc1,4%[57.1 µM],-8,?,-4%,-5%,0%,5%[57.1 µM],-4%,0%
O=C(Nc1nccs1)c1ccc(-c2ccc(Cl)cc2)o1,?,-3,-21%,0%,-37%,6%,-6%,1%,-1%
CS(=O)(=O)c1[nH]nc(-c2ccccc2Cl)c1C#N,-13%,3,-21%,0%,-1%,-2%,-8%,-23%,-6%
C=CCOc1ccc2c(=O)n(C)c3ccccc3c2c1,-13%,nt,nt,nt,-7%,-2%,1%,nt,-1%
Cc1c(C(=O)Nc2cccc([N+](=O)[O-])c2)sc2ncn(CC(=O)N3CCOCC3)c(=O)c12,5%,-9,-14%,-2%,11%,-5%,-7%,0%,-8%

# An excerpt (hit frequency here may not be typical).
